Screens: PubChem BioAssay, Fisher Drug Discovery Resource Center
mcGAS inh: cyclic GMP-AMP synthase inhibitors, mouse, primary biochemical chemiluminescence. 0.15% of 160,000 active. Q8C6L5. recombinant cGAS, Kinase-Glo ATP depletion luminescence. inhibition, % at 12.5 µM;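 further: 0% = negative control wells and 100% = reference inhibitor with no enzyme activity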
NPYLR7 ag: agonists of mosquito NPYLR7 receptor, primary screen, cell-based, Aedes aegypti, calcium fluorescence, mosquito biting behavior; Aedes aegypti neuropeptide Y-like receptor 7 (NPYLR7); HEK293T NPYLR7/Galpha15, GCaMP6s calcium fluorescence; activation, % at 10 µM; 0.15% of 270,000 active; in the data active means activation above about 40%;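 further: 0% = vehicle and 100% = reference agonist at the receptor; some compounds past the cut are filed as inactive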
hcGAS inh: Primary biochemical luminescence assay for human cyclic GMP-AMP synthase inhibitors. 0.081% of 290,000 active. inhibition, % at 12.5 µM. AID 1259398, 2018. recombinant h-cGAS, ATP depletion, Kinase-Glo luminescence. Q8N884;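 further: 0% = vehicle reaction and 100% = reaction without DNA for no activity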
Target sequence (Q8N884 whole entry, looked up): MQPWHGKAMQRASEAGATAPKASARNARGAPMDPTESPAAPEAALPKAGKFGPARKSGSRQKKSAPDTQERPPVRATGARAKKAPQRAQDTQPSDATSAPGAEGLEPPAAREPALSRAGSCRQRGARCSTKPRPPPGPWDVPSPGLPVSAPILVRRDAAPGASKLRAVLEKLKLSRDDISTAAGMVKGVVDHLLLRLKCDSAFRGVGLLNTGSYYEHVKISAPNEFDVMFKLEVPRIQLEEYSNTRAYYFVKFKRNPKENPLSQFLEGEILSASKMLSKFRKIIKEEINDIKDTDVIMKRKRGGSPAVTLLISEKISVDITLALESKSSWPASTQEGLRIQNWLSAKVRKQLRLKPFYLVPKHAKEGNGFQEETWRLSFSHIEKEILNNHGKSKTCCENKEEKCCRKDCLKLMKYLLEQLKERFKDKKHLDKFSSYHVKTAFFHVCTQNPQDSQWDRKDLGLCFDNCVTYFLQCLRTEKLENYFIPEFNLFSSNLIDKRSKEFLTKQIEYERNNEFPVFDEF
Numbers without * were called inactive; x = not tested or not shown; & = joins results of further samples. Unless noted, no stated cut-off is given here; in the data, active means inhibition above about 40%; inactive means the rest. The order is random; any-hit rate near 0.29%.

#1 COc1ccc(C2c3[nH]c4ccccc4c3CCN2C(=O)CCCn2cncn2)c(F)c1 (stereo not drawn)
#2 O=C(NCc1cccnc1)c1coc(CN(Cc2ccc(F)cc2)Cc2cccc(Cl)c2)n1
#3 COCC(=O)Nc1ccc(N(C)C)c(CN(CC2CC2)C(=O)COC)c1
#4 CCSc1nc(N)c(C#N)c(CC)c1C#N
#5 O=C(CCc1ccc2c(c1)OCO2)Nc1nc(C2CC2)cs1
#6 COc1cccc(-c2cnn3cccnc23)c1F
Screen / compound no.	1	2	3	4	5	6
hcGAS inh	-4	-3	-5	-3	-8	-4
NPYLR7 ag	0	15	-5	-1	1	6
mcGAS inh	-3	-3	-5	x	-9	-14

#7 COc1ccc(-c2cc(NC=O)c3ncc(-c4cccc(C(C)=O)c4)n3c2)cc1
#8 CCOc1ccccc1CN1CCNC(=O)C1CC(=O)NCc1c(C)nn(CC)c1C (stereo not drawn)
#9 COc1ccc(C(=O)Nc2c(-c3ccc(OC)c(OC)c3)nc3ccc(C)cn23)cc1
#10 O=C(NCC1CCCCO1)c1cc(COc2c(F)cccc2F)on1 (stereo not drawn)
#11 CC(=O)c1ccc(-c2cccs2)s1
#12 CN(C(=O)C1(Cn2cccn2)CC1)C1CCCc2ccccc21 (stereo not drawn)
Screen / compound no.	7	8	9	10	11	12
hcGAS inh	-4	-8	-11	-6	-6	-6
NPYLR7 ag	-5	22	-9	-1	6	-9
mcGAS inh	-6	x	-7	x	-3	x

#13 COc1ccc(CCNC(=O)c2c(C)noc2-c2ccncc2)cn1
#14 CCCCc1nc(N2CCCN(C(=O)C3CCCCC3)CC2)c2c(C)nn(-c3ccc(F)cc3)c2n1
#15 COCCNC(=O)c1ccccc1N1CCC(NC(=O)c2ccc([N+](=O)[O-])cc2)CC1
#16 O=C(c1nn(-c2ccc(Cl)cc2)c(=O)n(Cc2cccnc2)c1=O)N1CCCC1
#17 O=C(c1ccc(F)c(F)c1)N1CCC(c2nc(-c3ccccc3Cl)no2)CC1
#18 CC(C)N1CCC(N2CCN(Cc3cc4ccccc4o3)CC2CCO)CC1 (stereo not drawn)
Screen / compound no.	13	14	15	16	17	18
hcGAS inh	-2	-3	-1	-8	-6	-6
NPYLR7 ag	-4	-4	0	19	2	12
mcGAS inh	-4	-8	-4	-6	-6	-16

#19 COc1ccc(N2C(=O)CSC2c2cccnc2)cc1 (stereo not drawn)
#20 O=C(Cn1nc(C2CC2)c2cnn(-c3ccccc3)c2c1=O)OCc1ccccc1
#21 CC1CN(C)CCN1C(=O)/C=C/c1ccc(Br)o1 (stereo not drawn)
#22 FC(F)(F)c1cccc(-c2noc(CN3CCc4ccccc4C3)n2)c1
#23 Cc1ccc(-c2csc(NC(=O)CN3CSCC3=O)n2)cc1C
#24 COc1cccc(-c2cc(C(=O)N3CCN(c4ccc([N+](=O)[O-])cc4)CC3)n3nc(C(C)(C)C)cc3n2)c1
Screen / compound no.	19	20	21	22	23	24
hcGAS inh	1	-7	-9	4	-8	-9
NPYLR7 ag	-11	0	0	1	0	13
mcGAS inh	1	x	x	x	-7	-8

#25 CCOC(=O)c1ccc2c(c1)nc(SCc1ccccc1OC(F)F)n2Cc1ccccn1
#26 Cc1ccccc1CO[C@]1(C(=O)NC2CC2)CC(OCc2ccc(C(F)(F)F)cc2)[C@H](O)[C@H](O)C1 (stereo partly drawn)
#27 COc1cccc(-c2cc(C(=O)N3CCN(C(=O)Nc4ccc(C)cc4C)CC3)c(C)n2-c2ccccc2F)c1
#28 Cc1cccc(NC(=O)C(C)(C)c2ccc(Cl)cc2)n1
#29 COC(=O)[C@H]1C[C@@H](O)CCN1S(=O)(=O)c1ccc(C(F)(F)F)cc1
#30 Cc1nccn1CC(C)NCCN1CCCc2ccccc21 (stereo not drawn)
Screen / compound no.	25	26	27	28	29	30
hcGAS inh	-5	-12	-12	-2	-6	-5
NPYLR7 ag	2	15	2	2	6	-2
mcGAS inh	-6	-5	-3	x	-9	x

#31 CC(=O)c1ccc2c(c1)N(Cc1ccccc1F)C(=O)C(C)S2 (stereo not drawn)
#32 COCCCN(CC(=O)N(Cc1cccn1Cc1ccccc1Cl)CC(C)C)C(=O)c1cccc(F)c1
#33 CC(C)NCC1(c2ccnc(-c3cccc(N(C)C)c3)c2)CC1
#34 CC(C)COc1nc(-c2ccc3c(c2)OCO3)n(-c2ccc(NC(=O)c3ccc([N+](=O)[O-])cc3)cc2)n1
#35 Cc1ccc2nc(-c3ccc4c(c3)C(=O)N(c3ccc(Sc5ccc([N+](=O)[O-])cc5)cc3)C4=O)oc(=O)c2c1
#36 O=C(Nc1cccc(Nc2ccc3nnnn3n2)c1)C1CC1
Screen / compound no.	31	32	33	34	35	36
hcGAS inh	-4	-4	-5	5	-9	-5
NPYLR7 ag	0	-3	-15	8	2	2
mcGAS inh	x	-4	-6	0	-5	x

#37 COCCNC(=O)c1ccc(CSc2nnc(-c3cccc(OC)c3)n2-c2ccccc2OC)cc1
#38 Cc1ccc2cc(C3=C/C(=C/c4cccnc4)C(=O)O3)ccc2c1
#39 CCOC(=O)N1CCC(n2c(-c3ccc(OC)cc3)csc2=NCCOC)CC1
#40 CCC[C@H]1CN(C(C)=O)C[C@@H]1NS(=O)(=O)N1CCC(C)(C)CC1
#41 O=C(NCCc1cccs1)c1ccc(-c2cc(-c3cccc(C(F)(F)F)c3)n[nH]2)cc1
#42 Cn1cc(CNC(=O)c2ccc(Br)cc2O)cn1
Screen / compound no.	37	38	39	40	41	42
hcGAS inh	-2	-4	-7	-14	-9	-2
NPYLR7 ag	29	0	1	x	-2	4
mcGAS inh	-8	-6	-5	-7	-9	x

#43 O=C(C1CC1)N(Cc1ccc(OCc2nc(CO)cs2)cc1)CC1CC1
#44 Cc1ccc(-n2nc(C(C)(C)C)cc2NC(=O)CN(Cc2ccco2)C(=O)Nc2ccc(Br)cc2)c(C)c1
#45 C[C@@H](c1ncncc1F)[C@](O)(Cn1cncn1)c1ccc(F)cc1F
#46 Cc1ccc(Cc2nc(N3CCN(C(=O)c4cccc([N+](=O)[O-])c4)CC3)c3c(C)nn(-c4ccc(F)cc4)c3n2)cc1
#47 Cc1ccc(CN(CCc2ccccc2)C(=O)CN(C2CCCCC2)S(=O)(=O)c2ccc(Cl)cc2)o1
#48 O=C(NCc1ccccc1)c1coc(CN(Cc2cccc(F)c2)Cc2cccc(C(F)(F)F)c2)n1
Screen / compound no.	43	44	45	46	47	48
hcGAS inh	0	-3	-4&-4	-5	-1	-3
NPYLR7 ag	21	12	-3&-8	-4	4	20
mcGAS inh	-4	-3	x	-8	0	-6

#49 O=C(NN1C(=O)CSC1=S)c1ccco1
#50 c1ccc(-c2[nH]ncc2-c2nc(-c3ccccn3)no2)cc1
#51 COc1ccc(C(=O)CC(c2ccc(OC)cc2)S(=O)(=O)c2ccc(C)cc2)cc1 (stereo not drawn)
#52 CN(CC1=CC[C@H]2C[C@@H]1C2(C)C)Cc1nnc(-c2ccccc2)o1
#53 CCN(CC)CCCC(C)NC(=O)c1cc(-c2ccc(OC)cc2)nc2cc(C(C)(C)C)nn12 (stereo not drawn)
#54 Cc1cc(C)n2c(NC3CCCCC3)c(-c3ccc([N+](=O)[O-])cc3)nc2c1
Screen / compound no.	49	50	51	52	53	54
hcGAS inh	-2	3	5	-2	-3	-1
NPYLR7 ag	-2	x	-5	-6	8	7
mcGAS inh	x	1	x	-12	-11	-8

#55 O=C(c1ccco1)N1CCN(Cc2cn[nH]c2-c2ccc(F)cc2F)CC1
#56 COc1ccc2nc(N=Cc3nc(-c4cc(Cl)ccc4OC)oc3O)sc2c1
#57 O=C(NCc1ccccc1)c1ccc2c(=O)n3c(nc2c1)CCCCCC3
#58 N#CCCSc1nnc(-c2cccnc2)n1-c1ccccc1
#59 CC(NC(=O)c1ccc(C#N)cc1)c1ccc(C(F)(F)F)cc1 (stereo not drawn)
#60 Nc1ccncc1/C(=N\O)c1ccccc1
Screen / compound no.	55	56	57	58	59	60
hcGAS inh	-7&-4	-2	-5	4	-11	-4
NPYLR7 ag	6&1	-2	1	-1	2	-8
mcGAS inh	-5	-6	-7	x	x	x

#61 COCCN(CCNC(=O)N1CCCCCC1)C1CC1
#62 COc1ccc(-c2c(C#N)c(SCC(=O)c3ccc(Cl)cc3)nc(C)c2C(=O)Nc2ccccc2)cc1
#63 CC(C)(O)C#Cc1ccc(C(=O)NCCc2cnc3ccccn23)cc1
#64 CCOc1ccc(-c2ccc(C(=O)N3CCN(c4ncccc4C(=O)NCc4ccc(OC)cc4)CC3)s2)cc1
#65 CCNC(=O)C1(C)CCCN1Cc1cccc(F)c1 (stereo not drawn)
#66 COc1cc(C=CC(=O)N2CCCC2c2nc3ccccc3s2)c([N+](=O)[O-])cc1OC(F)F (stereo not drawn)
Screen / compound no.	61	62	63	64	65	66
hcGAS inh	-8	-2	-5	-2	-12	-5
NPYLR7 ag	4	9	7	2	2	7
mcGAS inh	x	-5	x	-5	x	-6

#67 CCCCOC(=O)C1=C(C)NC2=C(C(=O)CCC2)C1c1cccc(OC)c1 (stereo not drawn)
#68 OC(COCc1ccccc1)CN(Cc1ccco1)Cc1c(-c2ccccc2)noc1N1CCOCC1 (stereo not drawn)
#69 C=CCn1c(SCC)nc2c([nH]c3ccccc32)c1=O
#70 O=C(N[C@@H]1CCCCC1NC(=O)C1CCN(C(=O)C(Cl)c2ccccc2)CC1)c1ccccc1 (stereo partly drawn)
#71 O=C1NCC2(CCCN(Cc3nc(-c4ccco4)no3)CC2)O1 (stereo not drawn)
#72 Nc1cccc(S(=O)(=O)c2cccc(N)c2)c1
Screen / compound no.	67	68	69	70	71	72
hcGAS inh	-4	-3	-5	-7	2	1
NPYLR7 ag	-3	2	1	0	-3	0
mcGAS inh	-4	-3	-7	-5	x	-2

#73 CC(c1nnc(SCC(=O)Nc2ccc3c(c2)OCCO3)n1-c1ccc(F)cc1)N(C)C (stereo not drawn)
#74 Cc1cccnc1C(NC(=O)C1CCN(Cc2cccc(C(F)(F)F)c2)CC1)c1ccc(F)cc1 (stereo not drawn)
#75 O=C(Cc1cccs1)N1CCc2ccccc2C1c1ccccc1Cl (stereo not drawn)
#76 CC(C)(C)c1ncc2c(n1)CN(C(=O)c1ccc(Cn3cccn3)o1)C2
#77 CC1CCCN(c2ccc(S(=O)(=O)Nc3ccccn3)cn2)C1 (stereo not drawn)
#78 C=CCn1c(O)c(N=NC(=O)c2ccc3ccccc3n2)c2ccccc21
Screen / compound no.	73	74	75	76	77	78
hcGAS inh	-2	-4	-3	-1	4	-6
NPYLR7 ag	19	-8	-3	5	-8	2
mcGAS inh	-5	-3	-4	-11	x	-5

Compound profiles (already shown). Order of screens: hcGAS inh	NPYLR7 ag	mcGAS inh
`C=CCn1c(O)c(N=NC(=O)c2ccc3ccccc3n2)c2ccccc21` is entered as -6	2	-5
`O=C(Cc1cccs1)N1CCc2ccccc2C1c1ccccc1Cl` (stereo not drawn) is entered as -3	-3	-4

Rewritten as tab-separated lines: part of the list above
no.	SMILES	hcGAS inh	NPYLR7 ag	mcGAS inh
64	CCOc1ccc(-c2ccc(C(=O)N3CCN(c4ncccc4C(=O)NCc4ccc(OC)cc4)CC3)s2)cc1	-2	2	-5
65	CCNC(=O)C1(C)CCCN1Cc1cccc(F)c1 (stereo not drawn)	-12	2	x
66	COc1cc(C=CC(=O)N2CCCC2c2nc3ccccc3s2)c([N+](=O)[O-])cc1OC(F)F (stereo not drawn)	-5	7	-6
67	CCCCOC(=O)C1=C(C)NC2=C(C(=O)CCC2)C1c1cccc(OC)c1 (stereo not drawn)	-4	-3	-4
68	OC(COCc1ccccc1)CN(Cc1ccco1)Cc1c(-c2ccccc2)noc1N1CCOCC1 (stereo not drawn)	-3	2	-3
69	C=CCn1c(SCC)nc2c([nH]c3ccccc32)c1=O	-5	1	-7
70	O=C(N[C@@H]1CCCCC1NC(=O)C1CCN(C(=O)C(Cl)c2ccccc2)CC1)c1ccccc1 (stereo partly drawn)	-7	0	-5
71	O=C1NCC2(CCCN(Cc3nc(-c4ccco4)no3)CC2)O1 (stereo not drawn)	2	-3	x
72	Nc1cccc(S(=O)(=O)c2cccc(N)c2)c1	1	0	-2
73	CC(c1nnc(SCC(=O)Nc2ccc3c(c2)OCCO3)n1-c1ccc(F)cc1)N(C)C (stereo not drawn)	-2	19	-5
74	Cc1cccnc1C(NC(=O)C1CCN(Cc2cccc(C(F)(F)F)c2)CC1)c1ccc(F)cc1 (stereo not drawn)	-4	-8	-3
75	O=C(Cc1cccs1)N1CCc2ccccc2C1c1ccccc1Cl (stereo not drawn)	-3	-3	-4
76	CC(C)(C)c1ncc2c(n1)CN(C(=O)c1ccc(Cn3cccn3)o1)C2	-1	5	-11
77	CC1CCCN(c2ccc(S(=O)(=O)Nc3ccccn3)cn2)C1 (stereo not drawn)	4	-8	x

Continued.
#79 O=C1CCCN2C(=N1)SC(=S)N2CN1CCN(Cc2ccccc2)CC1
#80 CCCN(C(=O)Nc1ccccc1F)C1CCS(=O)(=O)C1 (stereo not drawn)
#81 CCc1ccc(C(=O)NC2CCN(c3ccccc3C(=O)N(C)CC)CC2)cc1
#82 Cc1cc(=O)c(C(=O)Nc2ccc(NC(=O)C(C)n3cncn3)cc2)nn1-c1ccccc1 (stereo not drawn)
#83 Cc1c(CC(=O)NC2CCSC2)c2c(n1C(C)C)CC(C)(C)CC2=O (stereo not drawn)
Screen / compound no.	79	80	81	82	83
hcGAS inh	-2	-5	-3	2	-8
NPYLR7 ag	-1	5	13	-2	2
mcGAS inh	x	-5	-4	x	x
